Source: PubChem
KOR beta-arrestin-1 = KOR antagonists, beta-arrestin recruitment, cell-based, luminescence, uHTS (AID 1778); actives 0.091% (n = 290,000); KOR beta-arrestin recruitment, luminescence, antagonist mode; higher % means a stronger effect; inhibition, % at 10 µM, or IC50 in µM where a hit was titrated; further: strong numbers were not always called active
NOD1 inhibition = inhibition of NOD1-driven NF-kB reporter – cell-based, luminescence, uHTS, primary screen (AID 1578); NOD1-driven NF-kB luciferase reporter cells, luminescence; higher % means a stronger effect; one-dose inhibition, % at 4 µM; EC50 in µM for titrated hits; actives 1% (n = 290,000); in the data active means inhibition mostly above about 36%, no sharp cut-off; inactive means mostly below about 34%;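 further: HEK-293T reporter cells stimulated with the NOD1 agonist gamma-tri-DAP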
GPR55 beta-arrestin = GPR55 agonists via beta-arrestin recruitment, primary screen, imaging, U2OS cells, beta-arrestin-GFP redistribution (AID 1961); activation, % at 10 µM; hits with a dose series show EC50 in µM; U2OS GPR55 beta-arrestin-GFP redistribution imaging; higher % means a stronger effect; actives 0.048% (n = 290,000);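 active means activation above 40% with more than 50 cells counted in the well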;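 further: U2OS osteosarcoma cells stably expressing GPR55 and beta-arrestin-GFP; plate controls were DMSO negative control for no effect and LPI positive control for full effect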
M17LAP inhibition = P. falciparum M17LAP inhibitors, primary screen, biochemical, fluorogenic H-Leu-NHMec substrate, 1536-well (AID 1619); actives 0.38% (n = 220,000); inhibition, % at 30 µM; hits with a dose series show IC50 in µM; recombinant M17LAP, H-Leu-NHMec fluorogenic kinetic assay; higher % means a stronger effect;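 active means compound inhibiting the enzyme by more than half at any dose during confirmatory dose-response retesting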;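 further: plate controls were full reaction with DMSO carrier for no effect and no enzyme background for full effect; strong numbers were not always called active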
AID2073 = disruptors of CaV2.2 binding to Mint1 – biochemical, HTRF (AID 2073) | inhibition, % at 20 µM, or IC50 in µM where a hit was titrated | HTRF protein-protein interaction, Mint1-CaV2.2; higher % means a stronger effect | actives 0.19% (n = 290,000); in the data active means inhibition mostly above about 51%, no sharp cut-off; further: some results filed as inactive read as strong as hits
HEK293 NOD2/NF-kB = inhibition of NOD2-driven NF-kB reporter – cell-based, luminescence, uHTS, HEK293 (AID 1566); actives 0.63% (n = 290,000); inhibition, % at 4 µM; hits with a dose series show EC50 in µM; HEK293 NOD2/NF-kB luciferase reporter, luminescence; higher % means a stronger effect; further: many of its hits are not listed in these tables
Dynein cargo inh = dynein cargo transport inhibition. actives 0.47% (n = 220,000). 3617.4 mouse cells, GR-EGFP nuclear translocation imaging; test concentration mostly 20 µM; stimulated with dexamethasone, 1 µM; active compounds read low. z-score, hits read low;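 active means plate z-score of nuclear minus cytoplasmic receptor signal below a set negative limit, without overly bright fluorescence or cell loss, cut at about -3.5 in these data, passing the limit was not always enough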;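 further: z-score of nuclear minus cytoplasmic ring GR-EGFP intensity difference per well; some compounds called inactive have numbers as strong as hits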
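Buffer or medium: tet-free medium with charcoal-stripped serum / Also added: dexamethasone agonist, 1.0 µM final, for 30 min / Timing: induction 48 h, compound 1 h, agonist 30 min / Measured by: high-content fluorescence imaging after fixation / Read-out: nuclear-to-cytoplasmic GR-EGFP distribution per well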
KOR beta-arrestin-2 = kappa opioid receptor activators – cell-based, luminescence, uHTS, primary screen (AID 1777); KOR beta-arrestin recruitment, luminescence; higher % means a stronger effect; activation, % at 10 µM, or EC50 in µM where a hit was titrated; actives 0.02% (n = 280,000); in the data active means activation above about 50%, passing the limit was not always enough; further: a part of the inactive calls stands beside numbers as strong as those of hits
P. falciparum M1AAP = P. falciparum M1AAP inhibitors, biochemical, fluorogenic H-Leu-NHMec substrate, 1536-well (AID 1445). recombinant M1AAP, H-Leu-NHMec fluorogenic kinetic assay; higher % means a stronger effect. inhibition, % at 30 µM, or IC50 in µM where a hit was titrated. actives 0.42% (n = 220,000);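 active means primary inhibition above the hit cutoff, then over 50% inhibition at one or more dose response concentrations, cut at about 23% in these data, passing the limit was not always enough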;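 further: plate controls were DMSO full reaction for no effect and no enzyme background for full effect; strong numbers were not always called active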
Dynein cargo inh cytoplasmic EGFP = further read-out of Dynein cargo inh, marked with its call; z-score; measured here: cytoplasmic GR-EGFP intensity; active compounds read high
Dynein cargo inh nuclear GR-EGFP = also measured in Dynein cargo inh; calls as there; z-score; measured here: nuclear GR-EGFP intensity;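 lower value marks the stronger effect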
Dynein cargo inh cell count = recorded beside Dynein cargo inh, whose call it bears; z-score; measured here: cell count per field
An asterisk follows results filed as active; nt = not tested or not shown; [ ] = remark or other dose. Unless noted, no stated cut-off is given here; in the data, active means inhibition above about 50%; inactive means the rest.

SMILES | KOR beta-arrestin-1 | NOD1 inhibition | GPR55 beta-arrestin | M17LAP inhibition | AID2073 | HEK293 NOD2/NF-kB | Dynein cargo inh | Dynein cargo inh cytoplasmic EGFP | Dynein cargo inh nuclear GR-EGFP | Dynein cargo inh cell count | KOR beta-arrestin-2 | P. falciparum M1AAP
CCOC(=O)c1ccc2[nH]c(-c3ccc(S(=O)(=O)F)cc3)cc(=O)c2c1 | 14.6% | -9.4% | 0.0% | 2.6% | 31.5% | 20.9% | -0.106 | -0.28 | -0.155 | 0.524 | 2.1% | 3.9%
COc1ccccc1N(CC(=O)NC1CCCCC1)C(=O)c1cnn(C(C)C)c1 | -16.1% | -8.0% | -0.5% | -1.5% | -2.8% | 12.9% | 0.314 | -0.188 | -0.644 | 0.0233 | 4.1% | -1.6%
O=c1[nH]c(=O)n(-c2ccc(F)cc2)c(O)c1/C=C1\C=Nc2ccccc21 | -0.3% | 21.4% | -0.1% | nt | 21.8% | -4.6% | nt | nt | nt | nt | 3.4% | nt
CC(=O)NC(C)Cc1ccccc1 (stereo unspecified) | 5.7% | 1.4% | -0.1% | -0.7% | 1.5% | 9.0% | 0.226 | -0.341 | 0.321 | 0.341 | 0.8% | -1.8%
CCCCn1c(O)c(C(CC)=NCCc2ccccc2)c(=O)[nH]c1=O | -1.9% | -14.0% | -0.4% | 0.8% | -0.4% | 2.2% | 1.64 | -0.193 | 0.58 | -0.972 | -3.0% | -1.4%
CC(NCC#Cc1ccccc1)C(O)c1ccccc1 (stereo unspecified) | 5.9% | -46.9% | 0.2% | -1.7% | 27.3% | -15.8% | 0.94 | 0.305 | 1.31 | -1.88 | -3.6% | 1.6%
Cc1cccc(NP(=O)(Oc2ccccc2F)Oc2ccccc2F)c1C | 14.0% | -2.0% | 0.1% | 16.5% | 5.4% | -5.6% | 1.12 | -0.274 | 0.618 | -0.136 | -3.8% | -0.5%
CSc1nnc([C@@H](N)Cc2c[nH]c3ccccc23)o1 | -18.9% | -29.4% | -0.7% | 4.4% | -16.2% | 0.2% | -0.161 | -0.206 | 0.0524 | -0.649 | 5.8% | 9.2%
CC(C)CCNC(=O)c1c(N)n(Cc2ccc3c(c2)OCO3)c2nc3ccccc3nc12 | -69.6% | 1.8% | -0.1% | 3.0% | 11.8% | -9.4% | -0.761 | 0.0747 | -0.234 | 0.824 | 3.6% | 12.1%
CSC1=NP(=S)(SC)N(C)c2nc3n(c21)CCC3 (stereo unspecified) | -9.1% | -15.5% | -0.2% | 2.6% | 26.5% | 1.6% | -0.199 | -0.33 | 0.206 | 0.535 | 3.0% | 2.3%
CC1(C)C2SCC(=O)N2CCN1CC(=O)NN (stereo unspecified) | 19.8% | -1.9% | -0.3% | nt | -3.3% | 2.4% | 0.539 | -0.21 | 0.798 | 0.0302 | 4.1% | nt
c1ccc2c(CNC3CCCCCC3)c[nH]c2c1 | 7.9% | 11.6% | -0.1% | -1.0% | 1.0% | 14.5% | 2.24 | 0.764 | 1.3 | -1.05 | 0.9% | 5.2%
CC1CCSP(=O)(Oc2ccccc2)O1 (stereo unspecified) | 2.8% | -2.7% | -0.1% | 0.6% | -11.9% | -3.9% | 0.148 | -0.191 | 0.0339 | 0.29 | -0.6% | 1.1%
COc1ccc(/C=C2/C(=O)NC(=O)N(C3CCCCC3)C2=O)cc1CSc1ccccn1 | -37.7% | 3.1% | -0.1% | 21.0% | -4.9% | 6.9% | -0.64 | -0.171 | -0.199 | 0.909 | 4.3% | 10.9%
O=P(Nc1cccnc1)(Oc1ccccc1)Oc1ccccc1 | -10.9% | 16.4% | -0.3% | -3.4% | 1.6% | 5.6% | 0.345 | -0.237 | 0.696 | -0.388 | 16.9% | 4.7%

Record cards (already shown).
O=P(Nc1cccnc1)(Oc1ccccc1)Oc1ccccc1 is listed with KOR beta-arrestin-1 = -10.9%; NOD1 inhibition = 16.4%; GPR55 beta-arrestin = -0.3%; M17LAP inhibition = -3.4%; AID2073 = 1.6%; HEK293 NOD2/NF-kB = 5.6%; Dynein cargo inh = 0.345; Dynein cargo inh cytoplasmic EGFP = -0.237; Dynein cargo inh nuclear GR-EGFP = 0.696; Dynein cargo inh cell count = -0.388; KOR beta-arrestin-2 = 16.9%; P. falciparum M1AAP = 4.7%
O=c1[nH]c(=O)n(-c2ccc(F)cc2)c(O)c1/C=C1\C=Nc2ccccc21 is listed with KOR beta-arrestin-1 = -0.3%; NOD1 inhibition = 21.4%; GPR55 beta-arrestin = -0.1%; M17LAP inhibition = nt; AID2073 = 21.8%; HEK293 NOD2/NF-kB = -4.6%; Dynein cargo inh = nt; Dynein cargo inh cytoplasmic EGFP = nt; Dynein cargo inh nuclear GR-EGFP = nt; Dynein cargo inh cell count = nt; KOR beta-arrestin-2 = 3.4%; P. falciparum M1AAP = nt

(further entries)
SMILES | KOR beta-arrestin-1 | NOD1 inhibition | GPR55 beta-arrestin | M17LAP inhibition | AID2073 | HEK293 NOD2/NF-kB | Dynein cargo inh | Dynein cargo inh cytoplasmic EGFP | Dynein cargo inh nuclear GR-EGFP | Dynein cargo inh cell count | KOR beta-arrestin-2 | P. falciparum M1AAP
Cc1ccccc1-n1c(O)c(C=NCCN2CCOCC2)c(=O)[nH]c1=O | -20.8% | -5.7% | 0.2% | 2.2% | -4.3% | 6.3% | -0.00495 | -0.292 | 0.158 | 1.08 | 0.8% | -0.3%
CCCCOc1nc2ccccc2c(=O)n1-c1ccccc1 | -28.6% | 25.9% | -0.3% | -5.1% | 5.5% | -9.0% | -0.709 | -0.284 | -0.667 | 0.432 | 3.5% | 7.5%
CC(=O)N1CCN(c2ccc([N+](=O)[O-])cc2C=C2C(=O)NC(=O)NC2=O)CC1 | 26.7% | 0.1% | -0.2% | 20.4% | -0.3% | 21.0% | 0.105 | -0.172 | 0.245 | -0.517 | -2.8% | 7.9%
C/C(=C/C=C/[C@@H](C)C(=O)O)[C@H]1CN[C@H](C(=O)O)[C@H]1CC(=O)O | -28.3% | -15.7% | -0.1% | 5.7% | 7.2% | -0.6% | -1.23 | -0.0488 | 0.121 | 0.178 | -1.8% | 6.5%
COc1ccc(C(CNC(=O)CCc2ccsc2)N(C)C)cc1 (stereo unspecified) | 37.1% | -40.5% | 0.0% | nt | 8.6% | 4.2% | nt | nt | nt | nt | -0.6% | nt
COc1cccc(CNCCc2ccccc2)c1OC | 7.2% | -68.0% | -0.5% | 2.9% | 3.4% | 7.9% | -0.414 | -0.252 | -0.374 | 0.546 | -4.1% | -2.6%
CC(=O)Nc1ccc(C(=O)OCC(=O)Nc2ccc(Cl)cc2C(=O)c2ccccc2)cc1 | 22.6% | -17.7% | -0.2% | 13.1% | -6.9% | 19.8% | 0.965 | 0.0325 | 0.481 | -1.11 | 1.3% | -3.7%
Cc1ccc(N2CCN(CCc3ccccc3)CC2)cc1 | 9.1% | 10.7% | 0.0% | -9.1% | -3.4% | 15.5% | -0.91 | -0.193 | 0.00346 | 1.65 | -0.5% | 0.8%
Cc1cccc(NP(C)(=O)c2nc3c(s2)CCCC3)c1 (stereo unspecified) | -23.6% | 63.8% | 0.1% | -3.0% | -1.8% | 6.6% | -0.358 | -0.131 | 0.703 | 0.432 | -1.0% | 7.2%
C[N+]12CCC(CC1)C(=C(c1ccccc1)c1ccccc1)C2 | -3.5% | -6.7% | 0.0% | -1.4% | -7.8% | 1.9% | -0.868 | -0.269 | -0.74 | 0.756 | 3.8% | 11.4%
Cn1c(=O)c2c(nc(Oc3ccc4ccccc4c3)n2C)n(C)c1=O | -24.3% | 6.6µM* | -0.1% | -6.3% | 15.0% | 4.28µM* | -1.45 | 3.81 | -0.0218 | 0.707 | -6.2% | 9.3%
Fc1ccc(C2N3CCCN23)cc1 (stereo unspecified) | 16.6% | 10.2% | -0.3% | 3.7% | 4.0% | 12.5% | 0.0575 | -0.785 | -0.277 | 0.15 | -2.6% | 0.5%
COc1cc(CN2CC=C(c3ccc(F)cc3)CC2)cc(OC)c1 | -39.8%[20 µM] | -21.5% | -0.3% | nt | 3.0% | -9.9% | nt | nt | nt | nt | 4.6% | nt
COc1ccccc1-n1c(O)c(/C=N/N2CCCCC2)c(=O)n(-c2ccccc2OC)c1=S | -8.0% | -3.1% | -0.1% | 4.0% | -3.6% | 8.0% | 0.601 | -0.0756 | 0.641 | -0.706 | 5.5% | 11.2%
COc1cc2c3cc1Oc1cc(ccc1O)C[C@@H]1c4c(cc(OC)c(O)c4Oc4ccc(cc4)C[C@H]3N(C)CC2)CCN1C | -7.1% | -37.3% | -0.2% | 5.8% | -13.2% | 1.4% | -0.497 | -0.295 | -0.0736 | 0.474 | -2.4% | 15.2µM*
Nc1ccc(C2(c3ccc(N)cc3)c3ccccc3-c3ccccc32)cc1 | -21.7% | 1.2% | -0.1% | 10.3% | 8.7% | -1.9% | -0.646 | -0.303 | -0.699 | 0.34 | 8.41µM* | 2.9%
CC(C)n1c(O)c(C2c3cc(Cl)ccc3Oc3[nH]c(=O)n(C(C)C)c(=O)c32)c(=O)[nH]c1=O (stereo unspecified) | -35.9% | 61.3%* | 21.0% | 29.8% | 41.4% | -20.5% | -5.32* | 1.62* | -2.42* | 0.362* | 0.7% | 16.3%
CN(C)P(=O)(NC(=O)c1cccn1C)N(C)C | -23.0% | -12.6% | 1.2% | 10.6% | -9.4% | -2.5% | -1.17 | -0.35 | -0.568 | 0.608 | 0.2% | 10.7%
CCOC(=O)C1(CCc2ccccc2)CCN(Cc2csc(C(C)=O)c2)CC1 | 2.2% | 8.8% | -0.3% | -2.5% | 3.2% | 13.8% | -0.582 | -0.291 | -0.287 | 0.392 | nt | 0.7%
CCC(=NCCc1c[nH]c2ccccc12)c1c(O)n(-c2ccc(C)cc2)c(=O)[nH]c1=O | -44.5% | 8.8% | -0.4% | -1.0% | 4.0% | 6.1% | -0.249 | -0.25 | -0.172 | 0.962 | 0.8% | 1.9%
O=C(COC(=O)Cc1ccccc1)Nc1ccc(Cl)cn1 | 19.5% | -21.2% | -0.3% | 0.5% | 9.7% | 7.3% | 0.268 | -0.312 | 0.551 | -0.346 | -2.3% | 3.5%
COc1ccccc1NC1(C#N)CCCCC1 | 11.0% | 10.5% | -0.7% | -4.8% | -3.4% | 5.6% | 0.0415 | -0.256 | 0.677 | -0.107 | 0.5% | -0.5%
c1cc2c(cc1CCNC1C3CC4CC(C3)CC1C4)OCO2 (stereo unspecified) | -53.1% | -47.4% | 0.5% | 9.3% | 3.0% | -29.3% | -0.689 | -0.261 | -0.73 | 0.528 | 3.5% | -0.5%

Not all compounds are listed; rates above refer to the full screens.
